# Screening data from PubChem.
# TexasRed fluor: Total Fluorescence Counterscreen for Inhibitors of the Interaction of Thyroid Hormone Receptor and Steroid Receptor Coregulator 2; TRb/SRC2 Texas Red total fluorescence interference; Potency, µM (series often up to 106 µM), without a hit: at the top dose fluorescence change, negative = quenching; hit rate 0.29% among 280,000; active = well fitted curve in either direction with a large enough effect; inconclusive = small, poorly fitted or top-dose-only effect
#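 Flags fluorescent or light-absorbing compounds by total fluorescence, S + 2P, at 555 nm excitation and 632 nm emission. Mixture: 20 nM Texas Red SRC2 peptide, 0.6 uM human TRb LBD, 1 uM T3, 5% DMSO; compound exposure 5 h at ambient temperature.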
# Tau ThT inhib: qHTS for Inhibitors of Tau Fibril Formation, Thioflavin T Binding | recombinant tau K18 P301L, heparin-induced fibrillization, ThT fluorescence | Potency, µM (top dose mostly 57.4 µM), without a hit: at the highest dose activity, negative = inhibition, hits mostly inhibitors | hit rate 2.1% among 270,000; note: nearly all actives have a fitted effect of over 55% in size
# Target sequence (P10636 561-689 P618L limits assumed): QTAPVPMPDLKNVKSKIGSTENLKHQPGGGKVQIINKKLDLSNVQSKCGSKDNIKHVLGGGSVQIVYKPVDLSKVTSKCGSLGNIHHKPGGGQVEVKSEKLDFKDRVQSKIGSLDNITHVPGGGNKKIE
#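 Tau K18 P301L fragment (15 uM unlabeled plus 0.24 uM Alexa 594-labeled) in 100 mM sodium acetate pH 7 with compound, fibrillization induced by 20 uM heparin for 6 hr at 37 C. Thioflavin T (30 uM) added, fluorescence read after 1 hr (ex 450, em 510 nm).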
# aGal spleen mod: qHTS Assay for Inhibitors and Activators of Human alpha-Galactosidase From Spleen Homogenate. Alpha-galactosidase A (Homo sapiens), P06280. human spleen homogenate, 4MU-alpha-Gal fluorescence, 40 min. AID 2107, 2009. hit rate 0.008% among 240,000. Potency, µM (doses to about 80 µM), for the others: at the top dose activity change, negative = inhibition, actives largely listed as inhibitors;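 note: 0% = enzyme with vehicle and -100% = no enzyme basal signal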
#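 qHTS titration in buffer at pH 5.0. Alpha-galactosidase activity in spleen homogenate was measured via 4-methylumbelliferone release from 1 mM fluorogenic substrate after 40 min at 37C and a pH 10 stop. AC50 came from Hill fits of control-normalized data.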
# Tau fluor cs: Counterscreen qHTS for Inhibitors of Tau Fibril Formation, Fluorescence Polarization; tau K18 P301L Alexa594 fluorescence, heparin fibrillization; Potency, µM (highest dose often 57.7 µM), inactives show at the highest dose activity change, negative = decrease; hit rate 0.93% among 280,000; note: nearly all actives have a fitted effect of over 55% in size
#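 Human K18 P301L tau (15 uM unlabeled plus 0.24 uM Alexa 594-labeled, final) in 100 mM sodium acetate pH 7 was mixed with compound and 20 uM heparin and incubated 6 hr at 37 C.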
# ALDH1A1 block: qHTS Assay for Inhibitors of Aldehyde Dehydrogenase 1 (ALDH1A1) | hit rate 7.3% among 220,000 | Potency, µM (series often up to 75.3 µM), without a hit: top-dose activity, negative = inhibition, usual class: inhibitors | Aldehyde dehydrogenase 1A1 (Homo sapiens), P00352 | Purified ALDH1A1, NADH fluorescence, propionaldehyde substrate; active = well fitted inhibition curve with a large enough effect, not every such curve was filed as active; inconclusive = small, poorly fitted or top-dose-only effect, or another doubt; inactive = no such curve, though single readings can be large or run the other way;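 note: plate controls were no enzyme wells and a reference inhibitor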
# Tau FP inhib: qHTS for Inhibitors of Tau Fibril Formation, Fluorescence Polarization. hit rate 0.39% among 280,000. Potency, µM (titrated, usually from 57.7 µM), without a hit: top-dose activity, negative = inhibition, actives largely listed as inhibitors. K18 P301L tau heparin fibrillization, Alexa594 FP, 6 h; note: nearly all actives have a fitted effect of over 55% in size
#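 Heparin (20 uM) drove fibril formation of recombinant tau K18 P301L, 15 uM unlabeled with 0.24 uM Alexa 594 label, for 6 hr at 37 C in 100 mM sodium acetate pH 7. Fluorescence polarization (555/632 nm) read 1 hr after 30 uM ThT.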
# L3MBTL1 block: qHTS Assay for the Inhibitors of L3MBTL1; Lethal(3)malignant brain tumor-like protein 1 (Homo sapiens), Q9Y468; AlphaScreen L3MBTL1–H3K9me1 peptide binding; Potency, µM (top dose mostly 57.1 µM), without a hit: at the top dose activity, negative = inhibition, hits mostly inhibitors; hit rate 0.66% among 230,000; AID 485360, 2010; note: nearly all actives have a fitted effect of over 60% in size
# Target sequence (Q9Y468 whole entry, looked up): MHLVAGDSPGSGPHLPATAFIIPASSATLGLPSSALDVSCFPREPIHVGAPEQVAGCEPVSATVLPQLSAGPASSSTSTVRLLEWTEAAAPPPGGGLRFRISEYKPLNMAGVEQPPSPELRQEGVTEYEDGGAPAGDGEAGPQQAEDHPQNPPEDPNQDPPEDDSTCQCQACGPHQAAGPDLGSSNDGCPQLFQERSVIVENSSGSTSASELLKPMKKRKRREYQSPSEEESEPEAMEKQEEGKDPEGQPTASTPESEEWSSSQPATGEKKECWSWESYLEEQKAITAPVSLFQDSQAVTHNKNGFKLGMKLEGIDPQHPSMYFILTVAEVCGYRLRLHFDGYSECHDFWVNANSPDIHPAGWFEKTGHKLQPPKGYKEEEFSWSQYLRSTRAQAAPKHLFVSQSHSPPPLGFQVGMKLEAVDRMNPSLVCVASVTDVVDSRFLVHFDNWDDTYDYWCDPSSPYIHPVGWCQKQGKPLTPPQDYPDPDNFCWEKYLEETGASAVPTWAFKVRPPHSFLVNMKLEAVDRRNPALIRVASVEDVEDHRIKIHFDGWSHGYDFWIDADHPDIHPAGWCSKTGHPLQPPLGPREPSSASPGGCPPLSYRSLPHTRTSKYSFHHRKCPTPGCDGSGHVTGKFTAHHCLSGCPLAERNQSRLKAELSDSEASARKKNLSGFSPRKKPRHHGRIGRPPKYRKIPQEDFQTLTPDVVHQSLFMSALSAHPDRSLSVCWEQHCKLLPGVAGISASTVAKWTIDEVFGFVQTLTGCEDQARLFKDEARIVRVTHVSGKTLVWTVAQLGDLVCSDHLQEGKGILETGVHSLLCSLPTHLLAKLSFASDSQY
#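 Read-out is AlphaScreen signal from streptavidin donor and nickel chelate acceptor beads (10 ug/mL final each) bridging L3MBTL1 (50 nM) and biotinylated K9-monomethylated H3(1-15) peptide (75 nM), after 30 min compound exposure at room temperature.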
# TRb-SRC2 inh: qHTS for Inhibitors of the Interaction of Thyroid Hormone Receptor and Steroid Receptor Coregulator 2; Thyroid hormone receptor beta (Homo sapiens), P10828; TRbeta-SRC2 peptide binding, fluorescence polarization; receptor liganded with 1 µM T3; Potency, µM (titrated, usually from 106 µM), for the others: at the highest dose activity change, negative = inhibition, most hits filed as inhibitors; hit rate 0.065% among 280,000; AID 1469, 2008;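 note: plate controls were bound peptide for no effect and peptide without receptor for full effect; nearly all actives have a fitted effect of over 50% in size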
#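 A fluorescence polarization screen tested compounds at multiple concentrations against complex formation between 0.6 uM TRb ligand-binding domain and 20 nM Texas Red SRC2 peptide, with 1 uM T3 present; readout after 5 hr.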
# * = called active by the depositor; u = inconclusive; x = no result given; [ ] = another dose, or the depositor's remark. Unless noted, calls come from the whole dose curve; as a rule, active = well fitted curve in the direction sought with a large enough effect; inconclusive = small, poorly fitted or top-dose-only effect, or another doubt; inactive = no such curve, though single readings can be large; an effect the other way counts as inactive or inconclusive. Unless noted, % is set by controls: 0 for no effect and ±100 for the full control effect; potency is the fitted concentration of half-maximal effect. An unsorted share of the library, and some 8.5% of all compounds hit somewhere here.
# The line under a structure holds: Tau FP inhib	Tau fluor cs	TexasRed fluor	TRb-SRC2 inh	aGal spleen mod	Tau ThT inhib	ALDH1A1 block	L3MBTL1 block
- O=C(Oc1cccc2c(OC(=O)N3CCOCC3)cccc12)N1CCOCC1
→ 7%	2%	2%	-2%	3%	-2%	0%	7%[11.4 µM]
- O=C(N/N=C/c1cccc(F)c1)c1c(O)c2c([nH]c1=O)CCCC2
→ -1%	3%	-1%[53 µM]	-6%[53 µM]	-1%	6%	14%	1%
- CC(=O)c1c(C)[nH]c(C(=O)OC2CCOC2=O)c1C (stereo not given)
→ 1%	3%	-4%	1%	4%	1%	3%	x
- O=S(=O)(c1cccc(F)c1)N1CCC(c2nc3ccccc3s2)CC1
→ -13%	-3%	-2%	-4%	x	-6%	x	x
- CSC1=NCCN1C(=O)c1ccc(S(=O)(=O)N2CCCCC2)cc1
→ -1%	7%	4%	-26%	-2%	-6%	u	0%
- CCNC(=S)NNC(=O)c1ccccn1
→ -4%	2%	-1%	-6%	3%	-3%	-15%	3.5µM*
- CC1CCN(C(=O)Cn2c(=O)n(Cc3ccc4c(c3)OCO4)c(=O)c3ccccc32)CC1
→ -8%	-14%	3%	-5%	-11%	-6%	-8%	x
- CSCC[C@H](NC(=O)OC(C)(C)C)c1nnc(SCC=C(C)C)o1
→ -10%	-9%	-2%	-4%	-4%	-6%	-9%	0%
- COc1ccc(NC(=O)CO/N=C(\C)c2cccs2)cc1
→ 2%	-8%	-3%	-3%	-1%	-14%	3%	9%
- O=C(O)c1ccc(C2NCC(c3ccccc3Cl)c3c2[nH]c2ccccc32)cc1 (stereo not given)
→ 9%	-2%	0%	2%	13%	-8%	1%	-8%
- CCN(C(=O)C1CCCN(c2ncnc3c2nc2n3CCCCC2)C1)c1cccc(Cl)c1 (stereo not given)
→ 3%	4%	3%	0%	x	-1%	x	x
- CCOC(=O)c1cc(-c2ccc(OC)cc2)nc2c1c(C)nn2CCC#N
→ 2%	-24%	-1%	0%	u	-11%	u	x
- Cn1c2ccccc2c2ncn(CCN3CCOCC3)c(=O)c21
→ 2%	7%	-1%	-18%	-4%	2%	u	-3%
- O=C(/C=C/c1ccc(Br)cc1)NC(=S)NNC(=O)c1ccco1
→ 1%	-29%	-1%	-6%	6%	16µM*	-10%	16%
- CCC(CC)C(=O)NCCc1cc2ccc(C)c(C)c2[nH]c1=O
→ -6%	-1%	-6%	4%	3%	1%	1%	0%
- CCCCc1nc2c(c3c1C[C@H](C)OC3)CN(C(=O)C1CCCCC1)CC2
→ 3%[11.6 µM]	4%[11.6 µM]	-4%[11.2 µM]	-2%[11.2 µM]	-3%[17.5 µM]	11%[11.5 µM]	13%[13.5 µM]	x
- COc1cc(C(=O)NC(=S)Nc2ccc(Cl)c(C(=O)O)c2)cc(OC)c1OC
→ -4%	0%	0%	0%	-10%	-3%	-4%	9%
- CCOC(=O)CSc1nnc(CNC(=O)c2cccc(C)c2)n1-c1ccccc1OC
→ 5%	3%	-2%	2%	7%	3%	0%	2%
- CCOc1ccc(OCC)c(NC(=O)C2CCCN(S(=O)(=O)c3ccc(C)cc3)C2)c1 (stereo not given)
→ 14%	-24%	1%	0%	x	-8%	x	x
- O=C(NCCc1ccc(Cl)cc1)c1ccc(CS(=O)(=O)c2ccc(Cl)cc2)o1
→ 15%	-25%	-1%	11%	x	-13%	x	x
- Cc1csc(NC(=O)CSc2nncc(=O)n2N)n1
→ -11%	-10%	0%	-3%	3%	u	8%	x
- COc1ccc2c(c1)c(=O)oc1c(C)c(OCC(=O)N3CCc4ccccc4C3)ccc12
→ u	-8%	3%	-15%	-19%	u	u	-4%
- Cc1ccc(NC(=O)CSc2nc(C3CCCC3)nc3c2c(=O)n(C)c(=O)n3C)c(C)c1
→ -4%	9%	-1%	-5%	x	-1%	x	x
- CCCN1CCN(C(=O)C2CCN(S(=O)(=O)c3ccc4c(c3)oc(=O)n4C)CC2)CC1
→ 1%	-4%	0%	-3%	5%	-7%	7%	x
- CC(=O)N1CCC(N(C(=O)Nc2ccc(C)c(F)c2)C(C)C)CC1
→ u	2%	-2%	3%	x	13%	x	x
- CN(CCCCCC(=O)/C=N/O)Cc1ccccc1
→ -2%	-3%	-5%	5%	16%	-1%	9%	0%
- CC(=O)N1Cc2ccccc2C(C)CC12CCCCC2 (stereo not given)
→ u	-4%	0%	6%	11%	-8%	u	-5%
- CC(CCCC(C)(C)O)CC1C2=C(CCCC2=O)OC2=C1C(=O)CCC2 (stereo not given)
→ -7%	-11%	-1%	0%	1%	-7%	-11%	x
- Cc1onc(-c2ccccc2)c1C(=O)N=C(N)c1ccc(C(F)(F)F)cc1
→ -9%	-3%	-3%	-1%	-1%	-3%	-1%	8%
- Cn1c(SCC(=O)Nc2sc3c(c2C#N)CCC3)nnc1C1COc2ccccc2O1 (stereo not given)
→ -7%	-5%	-3%	-7%	-2%	-11%	14%	-16%
- CC(C)N=C1NN=C(c2cccs2)CS1
→ 0%	-9%	1%	5%	2%	-21%	u	x
- Nc1nc(Cl)cc(Oc2ccccc2F)n1
→ 3%	-4%	0%	-1%	3%	x	x	x
- c1ccc(N2CCN(c3ncnc4scc(-c5cccs5)c34)CC2)cc1
→ -1%	-12%	-5%	-11%	10%	u	-4%	-7%
- Cc1ccc(S(=O)(=O)N(CC(=O)NCc2ccco2)Cc2ccc(F)cc2)cc1
→ 6%	-2%	-1%	-9%	6%	-15%	u	-10%
- Cc1ccc2c(c1)c1c(c(=O)n(-c3cccc(Cl)c3)c(=O)n1CC(=O)Nc1c(C)cccc1C)n2C
→ -7%	-17%	-2%	-13%	x	-8%	x	x
- Cc1ccc2[nH]cc(C(c3ccccc3)c3cccs3)c2c1 (stereo not given)
→ u	7.9µM*[quencher]	-2%	-11%	x	u	x	x
- CCOC(=O)CC1C(=O)NCCN1C(=O)COc1ccc(Br)cc1C (stereo not given)
→ 1%	1%	0%	-3%	-2%	-4%	4%	-9%
- CC(=O)Oc1ccc(/C=N/NC(=O)C2CCCN2S(=O)(=O)c2ccc(Cl)cc2)cc1 (stereo not given)
→ 4%	-7%	-4%	6%	8%	-7%	-6%	x
- COc1cccc(N(CC(=O)N2CCN(c3ccccc3OC)CC2)S(C)(=O)=O)c1
→ 2%	-7%	1%	1%	-2%	-3%	3%	x
- CC(=O)Nc1nc(C)c(Oc2ccccc2)c(=O)[nH]1
→ 5%	1%	-5%	5%	-2%	2%	2%	x
- CCOC(=O)c1cccc(NC(=O)COc2ccc([N+](=O)[O-])cc2)c1
→ -5%	u	-1%	5%	4%	u	-9%	-1%
- CC(=O)Cc1nsc(NC(=O)c2ccc(F)cc2)n1
→ 4%	5%	-2%	0%	-7%	2%	2%	10%
- Cc1c(NC(=O)c2ccco2)cccc1-c1nc2cccnc2s1
→ -3%	0%	-6%	-4%	-2%	-10%	u	-18%
- COc1cc(C(=O)N2CCN(C(=O)c3ccco3)CC2)cc(OC)c1OC
→ -5%	6%	-5%	7%	4%	10%	u	-6%
- CCOC(=O)c1oc2ccccc2c1NC(=O)COc1ccc(F)cc1
→ -7%	-19%	-7%	8%	-6%	-6%	u	37%[activator]
- Cc1ccc(S(=O)(=O)Oc2ccccc2/C=N/NC(=O)c2nn(C)cc2[N+](=O)[O-])cc1
→ 0%	-19%	-4%	7%	0%	-2%	u	1%
- CC1(C)CC(=O)C=C(NCCO)C1
→ -6%	4%	0%	-2%	3%	3%	-1%	9%
- CCOC(=O)c1nnn(-c2nonc2N)c1-c1cccc2ccccc12
→ 1%	-12%	-1%	-3%	-23%	-6%	u	2%
- CCOC(=O)c1c(C)[nH]c(C(=O)COc2ccc3c(c2)OCO3)c1C
→ -2%	-16%	-2%	5%	-1%	u	-5%	-6%
- Cc1ccc(CCNC(=O)CN(C)S(=O)(=O)c2cnc[nH]2)cc1
→ 15%	2%	5%	5%	3%	-5%	-8%	-1%
- Cc1ccc2occ(CN3CCN(c4ccccc4)CC3)c(=O)c2c1
→ 0%	-2%	3%	0%	0%	1%	u	-6%
- Cc1ccc(SCCC(=O)OCC(=O)Nc2ncc(Cl)cc2Cl)cc1
→ 13%	-26%	-6%	-1%	-5%	u	-5%	x
- Brc1ccc(-c2csc3[n+]2CCCCC3)cc1
→ -9%	-3%	1%	7%	-6%	-11%	-2%	x
- COc1ccc(CNC(=O)CCCc2nnc3n(C(C)C)c(=O)c4sccc4n23)cc1
→ -3%	6%	-3%	3%	x	5%	x	x
- COc1cccc(NC(=O)Nc2ccccc2C(N)=O)c1
→ 1%	0%	-4%	-8%	1%	-9%	2%	0%
- CC(Oc1ccc(Cl)cc1Cl)C(=O)Nc1ccc2oc(-c3ccncc3)nc2c1 (stereo not given)
→ -16%	u	-3%	1%	-2%	-20%	u	5%

# Whole records as entered above. Order of values: Tau FP inhib | Tau fluor cs | TexasRed fluor | TRb-SRC2 inh | aGal spleen mod | Tau ThT inhib | ALDH1A1 block | L3MBTL1 block
# Shown for Cc1ccc(CCNC(=O)CN(C)S(=O)(=O)c2cnc[nH]2)cc1 = 15% | 2% | 5% | 5% | 3% | -5% | -8% | -1%
# Shown for CCOC(=O)c1c(C)[nH]c(C(=O)COc2ccc3c(c2)OCO3)c1C = -2% | -16% | -2% | 5% | -1% | u | -5% | -6%
# Shown for CC(Oc1ccc(Cl)cc1Cl)C(=O)Nc1ccc2oc(-c3ccncc3)nc2c1 (stereo not given) = -16% | u | -3% | 1% | -2% | -20% | u | 5%
